# STAT1 activator = increases IFN-gamma driven STAT1 reporter signal. NIH 3T3 STAT1-luciferase reporter, luminescence; 100% = IFN-gamma alone, no compound. activation (% of control), % at 5.5 µM. 2.6% of 200,000 active;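 active = activation above the screen-wide mean activation plus 3 SD, cut at about 130% in these data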;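 also: raw ratio to IFN-gamma control signal so 100% means no change and 0% no light; values of inactives mirror those of a sister screen read the other way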
# APP 5UTR inh = APP translation inhibition; SH-SY5Y APP 5'UTR-luciferase reporter, luminescence; inhibition, % at 2 µM; 0.82% of 190,000 active;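 active = inhibition above a set limit, derived from the sample mean plus 3 SD, cut at about 45% in these data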; also: values of inactives mirror those of a sister screen read the other way
# RAM network inh = inhibitors of the yeast RAM network; inhibition, % at 50 µM; 1.8% of 190,000 active; S. cerevisiae dse1pr::URA3 reporter, 5-FOA growth OD615, 2 d; analog-sensitive cbk1-as2 kinase mutant strain;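 active = inhibition above a set limit, 3 SD over mean compound inhibition, cut at about 8.4% in these data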;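 also: 0% = DMSO-only wells with no growth and 100% = 10 µM 1-NA-PP1 full growth; inhibition rescues growth on 5-FOA so higher OD means more RAM inhibition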
# STAT3 blocker = STAT3 signaling inhibition; U3A cells, IL-6 STAT3-luciferase reporter, luminescence; host cell line lacks STAT1; inhibition, % at 5.5 µM; 0.89% of 190,000 active;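 active = inhibition above the mean inhibition across all screened compounds plus 3 SD, cut at about 44% in these data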;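 also: 0% = DMSO only wells and 100% = 100 µM nifuroxazide control wells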
# STAT3 activator = activators of IL-6 induced STAT3 signaling | U3A cells, IL-6 STAT3-luciferase reporter, luminescence; 100% = signal with IL-6 EC80 alone | 0.91% of 190,000 active | activation (% of control), % at 5.6 µM | AID 871;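 active = activation above the screen-wide mean of compound activation plus 3 SD, cut at about 130% in these data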;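 also: 0% = background luminescence of wells with medium and substrate only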
#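 Detection: reporter luminescence signal / Assay system: STAT1-lacking human U3A cells, STAT3 luciferase reporter / Incubation: compound pre-incubation 1 h before IL-6, then 6 h stimulation at 37 °C / Control set: IL-6-only high control / Read-out: % activation relative to IL-6 control / Probe or stimulus: Interleukin-6, 33 ng/mL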
# STAT1 blocker = inhibitors of IFN-gamma induced STAT1 signaling; NIH 3T3 STAT1-luciferase reporter, luminescence; 0.35% of 200,000 active; inhibition, % at 5.5 µM;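 active = inhibition above a set limit, the mean inhibition across all tested compounds plus 3 SD, cut at about 34% in these data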;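 also: 0% = IFN-gamma with DMSO and 100% = IFN-gamma with 300 µM nifuroxazide; values of inactives mirror those of a sister screen read the other way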
# NF-kB expr up = NF-kB expression increase, human neuronal cells | 1.6% of 190,000 active | fold change at 12.5 µM | AID 1239 | NF-kB reporter expression; hits give high values; in the data active = fold change above about 3.3
# FLuc inh counter = counter-screen for luciferase assay inhibitors: firefly luciferase inhibition. ATPLite firefly luciferase biochemical luminescence, 10 min. inhibition, % at 10 µM. 1.5% of 200,000 active. AID 1006;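 active = inhibition above about 50% when tested at 10 µM, limit read from the data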
# Target sequence (P08659 whole entry, looked up): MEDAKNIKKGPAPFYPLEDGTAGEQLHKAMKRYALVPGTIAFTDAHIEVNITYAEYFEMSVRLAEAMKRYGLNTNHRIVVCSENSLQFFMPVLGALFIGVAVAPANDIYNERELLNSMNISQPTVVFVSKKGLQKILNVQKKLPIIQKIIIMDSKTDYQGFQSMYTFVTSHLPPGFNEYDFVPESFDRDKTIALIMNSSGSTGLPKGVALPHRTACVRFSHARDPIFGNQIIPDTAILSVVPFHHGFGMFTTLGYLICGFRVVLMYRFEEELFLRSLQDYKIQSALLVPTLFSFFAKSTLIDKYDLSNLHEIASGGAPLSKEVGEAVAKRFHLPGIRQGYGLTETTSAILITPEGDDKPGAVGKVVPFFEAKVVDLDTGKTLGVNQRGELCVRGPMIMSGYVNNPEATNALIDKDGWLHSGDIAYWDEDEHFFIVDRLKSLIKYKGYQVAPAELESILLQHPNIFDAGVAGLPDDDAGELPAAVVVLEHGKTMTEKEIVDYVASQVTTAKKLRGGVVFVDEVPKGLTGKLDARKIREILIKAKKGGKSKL
# Hsp70 act = Hsp70 transcriptional activation, primary screen; HeLa Hsp70 promoter luciferase reporter, luminescence; scaled: vehicle 0, proteasome-inhibitor control 100%; activation, % at 10 µM; 0.04% of 200,000 active; AID 1203;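 active = activation above the mean across all tested compounds plus 3 SD, cutoff set per campaign, cut at about 5.5% in these data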;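 also: 100% = MG132 at 30 µM as the positive control and 0% = DMSO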
# APP 5'UTR act = activates APP 5'UTR luciferase reporter; activation, % at 2 µM; AID 1276; 1% of 190,000 active; SH-SY5Y APP 5'UTR luciferase reporter, luminescence; zero percent = DMSO vehicle wells;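 active = activation above a set limit, based on mean plus 3 SD of controls, cut at about 140% in these data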; also: values of inactives mirror those of a sister screen read the other way
# * marks the source's active call; other numbers are inactive results; x = not tested or not shown.
SMILES,STAT1 activator,APP 5UTR inh,RAM network inh,STAT3 blocker,STAT3 activator,STAT1 blocker,NF-kB expr up,FLuc inh counter,Hsp70 act,APP 5'UTR act
COCCNC(=O)c1onc(CSc2ccccc2)c1C(=O)O,96,-16,0.7,11,93,5,1.1,-5,0.2,16
CC(C)CCn1cnc2c(sc3nc4c(cc32)CSC(C)(C)C4)c1=O,118,-231,1.1,0,102,-20,0.99,8,-0.3,231*
COc1ccc(C(=O)NCC(=O)OCC(=O)N2CCc3ccccc32)cc1,105,14,2.8,7,101,-5,1.2,8,-0.1,-14
Cc1ccc(C(=O)NCC(=O)O)cc1S(=O)(=O)N1CCCCC1,104,-12,0.9,0,104,-2,1.1,-10,-0.2,12
CC(=O)N1CCN(c2ccc(NC(=O)c3ccc(Br)o3)cc2Cl)CC1,112,-12,1.4,4,105,-12,0.87,-1,-0.2,12
O=C1NC(c2ccc(-c3ccccc3[N+](=O)[O-])o2)C(C(=O)c2ccccc2)C(O)(C(F)(F)F)N1 (stereo not drawn),100,-7,7.5,2,100,0,0.73,-3,-0.1,7
COc1ccc(S(=O)(=O)NCCSC(C)(C)C)cc1Cl,89,2,1.8,5,99,11,1.1,-5,-0.4,-2
Cc1nc(NC(=O)c2ccc(F)cc2)sc1C(=O)Nc1ccc2c(c1)CCC2,107,-28,5.2,-6,110,-8,1.3,0,0.2,28
COCCN(C(=O)C1CCC1)c1nnc(-c2cccnc2)s1,99,x,0.1,-10,108,0,1,-4,0.0,x
CCOC(=O)c1c(C)n(-c2ccc(C)cc2)c2ccc(O)c(CN(C)C)c12,96,-2,3.8,10,98,3,0.77,-4,0.5,2
CCc1ccc(N2CC(C(=O)Nc3cccnc3)CC2=O)cc1 (stereo not drawn),100,-7,0.0,2,98,0,1.3,-1,0.7,7
CCCn1nc(NS(C)(=O)=O)c2cc3cccc(C)c3nc21,112,0,1.6,-1,103,-13,1.1,-7,-0.2,0
CCOC(=O)CC(NC(=O)C1c2ccccc2Oc2ccccc21)c1ccc(C)cc1 (stereo not drawn),104,-16,5.8,-9,108,-5,1.5,-5,-0.5,16
Cc1cccc(N2CCN(C(=O)Cc3c(C(=O)O)[nH]c4ccc(Cl)cc34)CC2)c1C,103,-19,2.0,2,100,-3,1.5,-4,0.1,19
CC(C)C[C@H](NC(=O)[C@@H]1O[C@H]1C(=O)O)C(=O)NCCCCN=C(N)N,98,14,0.3,1,101,2,1,-7,-0.1,-14
O=C(CSc1nnc(-c2cccnc2)n1Cc1ccco1)N1CCc2ccccc21,116,-1,2.9,2,101,-18,0.82,-2,-0.1,1
Cc1cc(C(=O)Nc2ccc3c(c2)OCCO3)c2ccccc2n1,93,-3,1.5,8,97,6,0.75,-5,-0.1,3
C/C(=N\NC(=O)c1ccccc1F)c1ccc2c(c1)Nc1ccccc1S2,132*,-44,3.3,-1,97,-35,1.4,8,0.1,44
CSc1ccccc1-n1nnnc1SCC(=O)NCc1cccs1,108,-15,-0.8,2,100,-8,1.1,-7,-0.6,15
COc1ccc(/C=N/NC(=O)c2ccc(COc3ccccc3Cl)o2)c(OC)c1C,100,10,4.5,-4,104,0,1.1,-9,-0.3,-10
C(=N\n1cncn1)/c1ccc(N2CCOCC2)cc1,99,-3,0.6,9,100,1,0.96,10,0.0,3
Cc1ccc2c(c1)NC(C(C)(C)C)CO2 (stereo not drawn),94,10,-0.1,-2,103,6,0.96,-3,0.0,-10
Cc1ccc(Cl)c(NC(=O)CCl)c1Cl,99,-12,-0.4,5,102,-1,1.4,-5,-0.2,12
COc1ccc(C2C(C(=O)Nc3cccc(OC)c3)c3ccccc3C(=O)N2C)cc1 (stereo not drawn),101,-38,3.4,3,104,-2,1.1,-6,0.0,38
Cc1ccc(SCCC(=O)NC(C)C)cc1,102,7,-0.7,8,95,0,1.3,-4,-0.2,-7
O=C(Nc1ccn(Cc2c(F)c(F)c(F)c(F)c2F)n1)c1ccc(COc2ccccc2Cl)cc1,97,-13,3.3,23,80,3,1.1,-10,-0.5,13
CC(=O)N(CN1C(=O)CCC1=O)c1cccc(Cl)c1,102,0,0.1,-20,112,-2,1.2,-5,-0.2,-1
CCCCN(CC)C(=O)CSc1nc2c(sc(=S)n2-c2ccc(OCC)cc2)c(=O)[nH]1,96,-13,2.0,-6,105,5,0.93,-8,-0.2,13
Cc1ccc(NC(=O)Cn2nnc3ccccc32)cc1,126,-58,2.2,-23,121,-31,0.94,2,-0.1,57
CCCn1c(=N)n(CC(=O)c2ccco2)c2ccccc21,100,5,2.3,2,103,0,0.92,0,0.7,-5
Cc1c(-n2c(SCC(N)=O)nc3ccccc3c2=O)c(=O)n(-c2ccccc2)n1C,98,-21,1.0,5,98,2,1.6,-3,-0.3,21
CNC(=S)NNC(=O)Cc1ccc(O)cc1,99,9,2.5,2,98,1,1.1,-1,-0.3,-9
CCOc1ccc(NS(=O)(=O)c2ccc3ncsc3c2)cc1,101,10,2.0,17,95,-2,1.1,-2,0.1,-10
Nc1nc(Cl)nc2c1ncn2[C@@H]1O[C@H](CO)[C@@H](O)[C@H]1O,88,-1,3.2,3,99,14,1.3,-5,-0.2,1
Nc1c(Cl)ncnc1N/N=C/c1ccccn1,114,92*,-0.1,-3,103,-16,1.1,37,-0.4,-92
Cc1cccc(N(C(=O)Cn2nnc3ccccc32)C(C(=O)NC(C)(C)C)c2ccsc2)c1 (stereo not drawn),101,-10,2.4,9,95,-1,1.1,-12,-0.4,10
CCOc1ccc(CCNC(=O)C2CCCN(c3nnc(-n4cccc4)s3)C2)cc1OCC (stereo not drawn),95,6,3.4,12,95,5,1.8,-2,-0.2,-6
COc1ccc(-n2nnnc2SCC(=O)Nc2ccc3c(c2)OCCO3)cc1OC,104,-3,1.6,-3,107,-4,0.95,-5,-0.5,3
CN(C)c1ccc(-c2nn3c(-c4ccc(Cl)cc4)nnc3s2)cc1,110,-17,1.6,3,103,-10,1.2,-1,-0.3,17
Cc1cccc(Nc2nc(-c3cccs3)cs2)n1,179*,-208,0.1,-22,121,-76,11*,26,0.2,208*
CCN(Cc1ccccc1)S(=O)(=O)c1ccc(S(=O)(=O)N(Cc2ccccn2)Cc2ccco2)cc1,106,8,13*,10,96,-6,0.88,-4,-0.1,-8
Cc1ccc(/C=N/Nc2ccc3ccccc3n2)o1,32,-183,2.2,90*,30,73*,3.2,87*,-0.3,183*
CCCCNC(=O)COC(=O)c1ccc(Cl)c(S(=O)(=O)N2CCCC2)c1,100,3,0.6,6,102,0,1.7,1,0.0,-3
S=C1N(c2ccccc2)C(c2ccccc2)N2CCCN12 (stereo not drawn),97,2,-0.3,2,101,4,1,-4,-0.1,-2
COC(=O)C1CCN(C(=O)Cc2ccccc2OC)CC1,100,6,1.6,19,88,-3,1.4,0,0.2,-6

# Random excerpt: three records from the list.
SMILES,STAT1 activator,APP 5UTR inh,RAM network inh,STAT3 blocker,STAT3 activator,STAT1 blocker,NF-kB expr up,FLuc inh counter,Hsp70 act,APP 5'UTR act
Cc1cccc(N(C(=O)Cn2nnc3ccccc32)C(C(=O)NC(C)(C)C)c2ccsc2)c1 (stereo not drawn),101,-10,2.4,9,95,-1,1.1,-12,-0.4,10
CCOc1ccc(NS(=O)(=O)c2ccc3ncsc3c2)cc1,101,10,2.0,17,95,-2,1.1,-2,0.1,-10
CCCCNC(=O)COC(=O)c1ccc(Cl)c(S(=O)(=O)N2CCCC2)c1,100,3,0.6,6,102,0,1.7,1,0.0,-3

# Next part.
SMILES,STAT1 activator,APP 5UTR inh,RAM network inh,STAT3 blocker,STAT3 activator,STAT1 blocker,NF-kB expr up,FLuc inh counter,Hsp70 act,APP 5'UTR act
CCn1cc(C(=O)NCCCN2CCN(C)CC2)c(=O)c2cc(S(=O)(=O)N3CCc4ccccc4C3)ccc21,99,6,1.6,7,102,1,1,-3,-0.4,-6
Cc1onc(-c2ccccc2Cl)c1C(=O)Nc1ncn[nH]1,96,9,0.8,8,92,4,1.1,-9,-0.7,-9
COC(=O)c1cccnc1-n1c(=O)c2cccnc2n(Cc2cccc(C(F)(F)F)c2)c1=O,103,-1,1.0,0,101,-4,1,-8,0.0,1
CS(=O)(=O)Nc1ccc(C(=O)NCCc2ccccc2)cc1,121,-29,0.7,-14,113,-30,1.8,4,-0.2,29
Cn1c(SCC(=O)NCc2ccc(F)cc2)nc2c([nH]c3ccccc32)c1=O,84,-4,6.4,-26,133*,18,0.84,3,0.2,4
Cc1ccc(S(=O)(=O)N(CC(=O)N/N=C/c2ccco2)c2cc(Cl)cc(Cl)c2)cc1,102,x,2.7,0,101,-2,0.89,-7,-0.1,x
O=C(Nc1ccc([N+](=O)[O-])cc1)/C(=C/c1cccc([N+](=O)[O-])c1)NC(=O)C1CCCCC1,98,10,6.8,1,103,2,0.82,-10,0.0,-10
CSCCC(NC(N)=O)C(=O)NCC1CCCCC1 (stereo not drawn),102,9,0.6,6,100,-2,0.92,-3,-0.2,-9
COCC(=O)n1nc(-c2ccc(Cl)cc2)nc1NCc1ccc(F)cc1,113,5,7.2,9,94,-14,1.5,-4,0.1,-5
Cc1cc(C)n2nc(SCc3cc(=O)oc4cc(C)c(C)cc34)nc2n1,96,4,3.7,3,103,4,0.87,-3,-0.3,-4
COc1cc(OC)c(C2=NOC(C(=O)Nc3c(C)nn(CC(=O)N4CCCC4)c3C)C2)cc1Cl (stereo not drawn),107,2,-0.2,18,88,-5,0.95,0,-0.4,-2
O=C(Cn1c(NCCO)nc2ccccc21)NCCc1ccccc1,97,1,1.5,3,100,3,1,-3,-0.2,-1
COc1ccccc1NC(=S)NCCc1ccc(F)cc1,102,5,-0.7,-1,101,-2,1.2,-9,0.3,-5
CCN(CC)Cc1cc(NC2=NS(=O)(=O)c3ccccc32)ccc1OC(=O)C(C)C,108,-2,1.0,-1,98,-8,1,-4,-0.2,2
CCC(c1nnc(SCC(=O)Nc2cc(Cl)ccc2C#N)n1C1CCCCC1)N(C)C (stereo not drawn),81,-8,-1.2,-13,113,22,1.1,-2,-0.5,8
CC(=O)N1CCN(c2ccccc2NC(=O)COc2ccc(Cl)cc2Cl)CC1,106,11,2.0,-35,133,-12,0.54,-8,0.0,-11
CCOc1ccc(C(C)=O)cc1COc1ccc(-n2cnnn2)cc1,112,19,8.7*,9,98,-11,1.2,-7,-0.2,-19
COc1cc(/C=C/C(=O)OCC(=O)Nc2ccc3c(c2)OCCO3)ccc1OCC#N,106,-3,7.2,-7,108,-6,1,-7,-0.3,3
O=C(Nc1cccc(S(=O)(=O)N2CCCCC2)c1)c1cnccn1,98,19,1.5,5,103,2,1.2,4,-0.2,-19
Oc1cccc2c(NC(=S)Nc3ccc(SC(F)F)cc3)cccc12,93,-48,2.6,-5,105,7,0.81,0,-0.4,48
O=C1C2CC=CCC2C(=O)N1CNc1ccccc1 (stereo not drawn),104,-2,4.2,-9,110,-4,1,-5,-0.1,2
CCN(CC)S(=O)(=O)c1cc(C(=O)OCC(=O)Nc2cccc(C)c2C)ccc1F,94,-29,2.8,4,98,6,1.1,-2,-0.4,29
CC(=O)NC1(c2ccccc2)CCN(c2cc(C)nc(-c3ccccc3)n2)CC1,100,-25,0.1,-1,103,-1,0.91,2,-0.3,25
Cc1cccc(NS(=O)(=O)c2cnc[nH]2)c1,89,4,-0.1,28,81,12,1.1,-3,0.0,-4

# Screening results from PubChem.
